AT treatment: potential ataxia-telangiectasia treatments restoring KAP-1 phosphorylation; hit rate 0.19% among 320,000; Potency, µM (doses to about 57.5 µM), without a hit: top-dose activation, hits mostly activators; […] A-T fibroblasts, KAP-1 phosphorylation AlphaLISA; neocarzinostatin DNA damage 30 min before lysis; note: potency is the fitted concentration of half-maximal effect; % of control where 0% means no effect; nearly all actives have a fitted effect of over 45% in size
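hTERT-immortalized A-T patient fibroblasts ([…]), 500 cells/well in OPTI-MEM, 1% FBS, got compounds for 60 min, then NCS for 30 min at 37C. Lysates were then assayed for phospho-KAP-1 by AlphaLISA (anti-pKAP1 donor, anti-KAP1 acceptor beads), 6 hr at 25C.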
B2AR arrestin: beta2AR (human) beta-arrestin recruitment activity; P07550; Potency, µM (highest dose often 46.1 µM), for the others: at the top dose activation, most hits filed as activators; beta-arrestin recruitment to beta2AR, cell-based reporter; hit rate 0.02% among 330,000;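 note: potency is the fitted concentration of half-maximal effect; 0% = DMSO controls and full agonism = EC100 isoproterenol or metaproterenol; nearly all actives have a fitted effect of over 65% in size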
Target sequence (P07550 whole entry, looked up): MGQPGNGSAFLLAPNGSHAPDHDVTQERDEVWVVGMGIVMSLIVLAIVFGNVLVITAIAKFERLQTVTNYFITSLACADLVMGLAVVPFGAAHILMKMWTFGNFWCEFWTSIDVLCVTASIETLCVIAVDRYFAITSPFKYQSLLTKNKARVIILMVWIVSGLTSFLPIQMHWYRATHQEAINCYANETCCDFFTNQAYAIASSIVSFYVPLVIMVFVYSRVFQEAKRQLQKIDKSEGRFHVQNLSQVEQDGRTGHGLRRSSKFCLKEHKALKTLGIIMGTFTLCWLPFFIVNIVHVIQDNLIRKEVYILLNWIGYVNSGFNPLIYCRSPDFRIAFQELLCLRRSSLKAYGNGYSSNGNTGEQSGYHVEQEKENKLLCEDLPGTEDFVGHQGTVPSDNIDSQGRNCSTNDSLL
p53 reactivator: mutant p53 re-activation in reporter cells; hit rate 0.063% among 320,000; H1299 p53-A138V BP100-luciferase reporter, luminescence, 24 h; Potency, µM (series often up to 92.2 µM), inactives show at the top dose activity change, positive = activation, actives largely listed as activators; note: potency is the fitted concentration of half-maximal effect; % of control where 0% means no effect; nearly all actives have a fitted effect of over 45% in size
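H1299 (p53-null), stable ts p53-A138V + BP100-Luc; 1000 cells/well, Opti-MEM/10% FBS; cpd 4 pt, 1:5; 24 h, 37 deg C, 5% CO2; detection reagent 10 min RT; luminescence.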
BRCA1 expr up: BRCA1 expression activation; hit rate 1.1% among 380,000; MCF7-BRCA1-FFLuc reporter, luminescence, 48 h; response scale: scaled: vehicle 0%, 10 µM genistein 100%; Potency, µM (titrated, usually from 46.1 µM), inactives show top-dose activation, usual class: activators; note: potency is the fitted concentration of half-maximal effect; nearly all actives have a fitted effect of over 80% in size; some results filed as inactive show a strong effect at the top dose
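48 h compound treatment of MCF7-BRCA1-FFLuc cells (phenol-red free MEM, 37 °C), then 15 min with luciferase substrate and luminescence imaging.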
ELG1 repair inh: blocks ELG1-dependent DNA repair in HEK293T cells | HEK293T ELG1-luciferase reporter, luminescence, 16 h; DNA damage induced by 5-fluorouridine | Potency, µM (titrated, usually from 46.1 µM), without a hit: top-dose activity change, negative = inhibition, actives largely listed as inhibitors | hit rate 2.3% among 330,000 | AID 504467; note: potency is the fitted concentration of half-maximal effect; % is set by controls: 0 for no effect and ±100 for the full control effect; nearly all actives have a fitted effect of over 55% in size
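5-Fluorouridine DNA damage + compound/DMSO, 2,000 cells/well, 16 h, 37 °C/5% CO2. ONE-Glo, 30 min RT, luminescence. Readout = decrease in reporter signal.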
TRPV1 ag: activates the human vanilloid receptor TRPV1 | Q8NER1 | TRPV1-expressing cells, Fluo-8 calcium influx, agonist mode | activation, % at 8.33 µM | hit rate 0.19% among 320,000; in the data active = activation above about 80%; inconclusive = between about 30% and that limit; note: 0% is about no effect
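TRPV1-expressing cells were cultured overnight at 35.5C and loaded with Fluo-8 calcium dye for 40 to 90 min at room temperature. After a 10 s baseline, compound was added and calcium influx was read kinetically for 3 min (ex 480/em 520 nm).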
Integrin act MD: integrin-mediated muscular dystrophy alleviation activation | alpha7betagal myoblasts, beta-gal FDG fluorescence, 48 h | hit rate 0.064% among 350,000 | AID 624291 | Potency, µM (doses to about 38.3 µM), inactives show at the highest dose activation, actives largely listed as activators;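 note: potency is the fitted concentration of half-maximal effect; 100% = response of the positive control SU9516; nearly all actives have a fitted effect of over 60% in size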
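alpha7betagal+/- myoblasts (passage 13, 250/well) treated 48 h at 37C with compounds at 1:260 dilution of DMSO stock. Lysed, then beta-galactosidase activity read as FDG fluorescence (ex 480/em 540) after 30 min, with pre-read for autofluorescence.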
CXXC DNA block: MLL CXXC-DNA interaction inhibition; Q03164; MLL-CXXC / FITC-HOXA9 DNA fluorescence polarization; Potency, µM (series often up to 115 µM), inactives show at the highest dose activity change, negative = inhibition, actives largely listed as inhibitors; hit rate 0.037% among 290,000; AID 2662; active = well fitted inhibition curve with a large enough effect in the polarisation, with a control signal flat, not every such curve was filed as active; inconclusive = small, poorly fitted or top-dose-only effect, or effect the other way, or a change in a side signal; inactive = no such curve, though single readings can be large or run the other way; the % refers to the polarisation; note: potency is the fitted concentration of half-maximal effect
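Fluorescence polarization: 7 uM MLL-CXXC (stock) preincubated 5 min with compounds, then 50 nM fluorescein-HOX-A9 DNA (stock) added; 30 min ambient. Buffer 50 mM Tris-HCl pH 7.5, 50 mM NaCl, 1 mM DTT, 0.05% BSA.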
PTAP TSG101 blk: blocks PTAP/TSG101 interaction to inhibit HIV-1 budding. Q99816. Fluorescence polarization, FITC-PTAP peptide / Tsg101 binding. Potency, µM (highest dose often 115 µM), for inactives: top-dose activity change, negative = inhibition, hits mostly inhibitors. 340,000 tested, under 10 active. AID 493005; active = well fitted inhibition curve with a large enough effect in the main read-out, with a control signal flat, not every such curve was filed as active; inconclusive = small, poorly fitted or top-dose-only effect, or effect the other way, or a change in a side signal; inactive = no such curve, though single readings can be large or run the other way; note: potency is the fitted concentration of half-maximal effect; % of control where 0% means no effect
Target sequence (Q99816 whole entry, looked up): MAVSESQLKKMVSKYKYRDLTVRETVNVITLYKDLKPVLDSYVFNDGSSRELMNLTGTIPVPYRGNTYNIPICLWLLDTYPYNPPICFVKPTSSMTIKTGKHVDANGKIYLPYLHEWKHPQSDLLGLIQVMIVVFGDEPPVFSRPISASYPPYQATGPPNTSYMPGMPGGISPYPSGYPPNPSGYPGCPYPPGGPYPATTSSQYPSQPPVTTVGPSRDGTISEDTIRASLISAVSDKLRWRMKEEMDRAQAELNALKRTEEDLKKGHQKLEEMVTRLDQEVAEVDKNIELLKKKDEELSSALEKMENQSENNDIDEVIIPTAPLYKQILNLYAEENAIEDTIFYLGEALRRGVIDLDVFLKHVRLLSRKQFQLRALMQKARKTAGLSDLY
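FP read-out: FITC-PTAP peptide, 50 nM final, binding Tsg101 binding domain, 10 uM final; 20 min, r.t.; 10 mM HEPES pH 7.5, 0.15 M NaCl, 0.01% Tween 20, 3 mM EDTA, 0.1 mM TCEP.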
TCR activator: activators of T cell receptors | primary human leukocytes, anti-CD3, IL-2 HTRF, 48 h | Potency, µM (series often up to 9.22 µM), for inactives: at the top dose activation of IL-2 secretion, usual class: activators | 330,000 tested, under 10 active; note: % of control where 0% means no effect
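Compounds are tested in HTS on primary human leukocytes co-incubated with a-CD3 beads for 48 hr. IL-2 output is measured by time-resolved FRET.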
* = called active by the depositor; ? = inconclusive; . = no result given; & = joins results of further samples; [ ] = dose if it differs, or a comment. Unless noted, calls come from the whole dose curve; as a rule, active = well fitted curve in the direction sought with a large enough effect; inconclusive = small, poorly fitted or top-dose-only effect, or another doubt; inactive = no such curve, though single readings can be large; an effect the other way counts as inactive or inconclusive.

Compound | AT treatment | B2AR arrestin | p53 reactivator | BRCA1 expr up | ELG1 repair inh | TRPV1 ag | Integrin act MD | CXXC DNA block | PTAP TSG101 blk | TCR activator
CCOc1cc(C2NC(=O)NC(C)=C2C(=O)OCC2CCCCC2)ccc1O (stereo not given) | -2% | -0.1% | -31%[inhibitor] | -29% | -6% | 0 | 10% | -4% | -2% | -18%
O=C(NCc1ccccc1)C1CCC(CNS(=O)(=O)c2cccs2)CC1 (stereo not given) | -5% | -0.1% | -4% | -8% | -13% | 4 | -27% | -2% | -3% | 8%
CCC(C)(C)NC(=O)C(c1ccc(OC)cc1)N(C(=O)CCC(=O)Nc1cc(C)on1)c1ccc2c(c1)OCO2 (stereo not given) | 1% | -0.1% | -1% | -1% | 10% | -1 | 13% | -3% | 2% | 2%
O=C(Nc1ccon1)c1sc2ccccc2c1Cl | 15% | 0.2% | ? | 10% | ? | 23 | -8% | 13% | -4% | .
CCN(CC)S(=O)(=O)c1ccc(OC)c(NC(=O)c2cc([N+](=O)[O-])ccc2Cl)c1 | -10% | -0.8% | 4% | -24% | ? | -1 | -64%[inhibitor] | 3% | -2% | 0%
Cc1ccc(NC(=O)c2ccc(-n3cncn3)c([N+](=O)[O-])c2)cc1 | -7% | -0.4% | 0% | 2%[1.84 µM] | -4% | ? | 3% | -1% | -5% | 6%
CCOc1cc2[nH]c(=S)n(Cc3ccc(C)o3)c(=O)c2cc1OCC | 3% | -0.3% | 10% | -22% | -9% | -10 | -14% | 22% | -6% | -1%
CC(C)c1ccc(OCc2ccc(C(=O)N3CCCC3)o2)cc1 | -7% | 1.0% | ? | ? | ? | -1 | -69%[inhibitor] | 52%[activator] | -2% | 2%
CC1(C)OC(=O)N(CC(=O)Nc2cccc(C(F)(F)F)c2)C1(C)O (stereo not given) | 4% | -1.2% | -3% | -7% | 5% | 5 | ? | -2% | 0% | 5%
COc1cccc(CNC(=O)CCC2CCCN(c3cc(C)nc(N)n3)C2)c1 (stereo not given) | 4% | -1.4% | 3% | -1% | 2% | -1 | 32% | -10% | -2% | 0%
C/C(=N\NC(=O)Cc1ccc(Cl)cc1)c1cccnc1 | -3% | -0.1% | -1% | 0% | 6% | -5 | ? | -2% | -2% | 0%
CCC(c1nnnn1CCOC)N(Cc1cc2c(C)cc(C)cc2[nH]c1=O)CC1CCCO1 (stereo not given) | -3% | -0.3% | -8% | -19% | -8% | 0 | -10% | -1% | 1% | -2%
COc1ccc(-c2c(-c3cc(OC)cc(OC)c3)n(C)c3ccc(-c4ccc(S(N)(=O)=O)cc4)cc23)cc1 | 1% | -0.5% | -13% | -87% | ? | 2 | -38% | . | -3% | -8%
Cc1ccc(/C=N/NC(=O)Nc2ccccc2)o1 | -2% | -0.2% | ? | 13µM* | ? | 0 | -2% | 7% | 0% | -2%[46.1 µM]
Cc1cccc(-n2c(Cn3nc(C)c([N+](=O)[O-])c3C)n[nH]c2=S)c1 | -15% | -0.3% | 11% | -4% | -4% | -1 | -11% | -1% | -1% | -7%
OCC1(Cc2ccc(Cl)cc2)CCN(Cc2ccccc2F)CC1 | 7% | -1.1% | 1% | -5% | -9% | 13 | -31% | -10% | -3% | -9%
COc1ccc(-c2nc(C)ncc2-c2csc(C)n2)c(O)c1 | 4% | -0.2% | 1% | 12% | -2% | 1 | -11% | -3% | -1% | -1%
Cc1ccc(C)c(Cn2nc(-c3cc(C)ccc3C)ccc2=O)c1 | 0% | -0.4% | -3% | -21%&-13% | ? | 23 | ? | 3% | 0% | -1%
NC1=C(c2ccccc2)C(=O)NC1=O | 43% | -0.4% | 1% | 17% | 8% | -4 | 0% | 14% | 0% | -2%
O=C1C(=O)N(C2CCCC2)C(=O)N1Cc1c(F)cccc1Cl | 1% | -0.1% | 4% | -4% | 13% | 7 | -30% | -1% | 0% | 0%
COc1ccc(CN2C(=O)[C@@H]3C(c4ccc(F)cc4)=NO[C@@H]3C2=O)cc1 | 2% | -0.1% | 3% | -6% | 1% | ? | -23% | 5% | -5% | 0%
CC1Cc2c([nH]c(=O)n(-c3ccccc3)c2=O)O1 (stereo not given) | . | . | . | -5% | . | . | 25% | . | -1% | -2%
CCOc1ccc(OCc2ccc(C(=O)N3CCCC3)o2)cc1 | -5% | 4.6% | -1% | 44% | 12% | 10 | -48%[inhibitor] | -3% | -3% | 5%
Cc1cc(C)cc(C(=O)NC2C(=O)N3C(C(=O)O)=C(CSc4nnc(C)s4)CSC23)c1 (stereo not given) | -2% | -0.1% | -1% | -11% | ? | -2 | 14% | 8% | -3% | 2%
Cc1cc(=O)[nH]c(SCc2csc(-c3ccccc3)n2)n1 | -2% | -0.4% | 16% | 39% | 29% | ? | -14% | 1% | -1% | -14%[46.1 µM]
COc1ccc(OCCCC(=O)NCCc2ccc(OC)c(OC)c2)cc1 | -8% | 1.0% | -5% | -12% | -19% | -2 | -21% | 0% | 1% | -9%[46.1 µM]
COc1ccc(CN(C)C(=O)CNC(=O)Cc2cccc3ccccc23)c(OC)c1OC | 3% | -0.5% | 1% | 6% | 18% | -3 | -37% | ? | 1% | -3%
CS(=O)(=O)c1ccc(Cl)c(NC(=O)COC(=O)c2cccc(C#N)c2)c1 | 0% | -0.2% | -4% | -4% | 0% | -2 | -11% | 7% | 0% | -7%
CCN1CCN(c2ccccc2NC(=O)c2ccc(-n3cccn3)cc2)CC1 | -3% | -0.2% | -6% | 12% | -7% | 3 | -30% | . | 3% | -8%
CC1(C)CC(=O)C2=C(C1)N(c1ccc(Cl)cc1)C(=O)C2(O)C(F)(F)F (stereo not given) | -1% | -0.2% | 16% | -3% | -9% | 0 | 9% | -1% | 0% | 1%[46.1 µM]
COc1ccc(Br)cc1CN(C)C(=O)c1ccccc1SCC(=O)N1CCCC1 | . | . | . | -4% | . | . | 0% | . | -9% | 2%
CC(=NNC(=S)N1CC2CCC(CC2)C1)c1cnccn1 | . | . | . | ? | . | . | -60%[inhibitor] | . | -6% | 4%
Cc1ccc(-n2c(CNC(=O)c3cccs3)nnc2SCC(=O)NO)cc1 | 2% | 0.0% | -3% | 5% | -1% | -2 | ? | 13% | -10% | 1%
Cn1cc(CN(Cc2ccccn2)C[C@@H]2CCC(=O)N2)c(-c2ccccc2F)n1 | 3%[11.5 µM] | -0.3% | 1% | 4% | 9% | -1 | 14% | 1% | -4% | 8%
CCOC(=O)c1cnc(SCC(=O)OCC(=O)NC2CCS(=O)(=O)C2)nc1N (stereo not given) | 7% | -1.0% | 0% | -1% | 14% | 3 | 24% | . | -2% | 0%
CCOc1ccc(NC(C)C(=O)N/N=C/c2ccc([N+](=O)[O-])cc2)cc1 (stereo not given) | -1% | -1.1% | 0% | . | -10% | 1 | . | -5% | . | .
COc1ccc(CCNCC(O)COc2cccc(C(C)=O)c2)cc1OC (stereo not given) | ? | -0.9% | 0% | -9% | ? | 5 | ? | 8% | 1% | -11%
COc1ccccc1C(NC(C)=O)c1c(O)ccc2ccc(O)cc12 (stereo not given) | . | . | . | 1% | . | . | -18% | . | -2% | 2%
Cc1ccc(C)c(CSc2nnc([C@@H](N)C(C)C)o2)c1 | -3% | -0.2% | -4% | -17% | 2% | 15 | ? | -1% | -1% | -7%
CS(=O)(=O)N1CCN(c2ccccc2NC(=O)c2cccnc2Cl)CC1 | 5% | -0.4% | -3% | -13% | -3% | 9 | -14% | 4% | 0% | 1%
Cc1ccc(NC(=O)c2ccc(Cn3cc([N+](=O)[O-])cn3)cc2)c(C)c1 | -1% | -1.7% | -11% | -20% | -26% | 7 | 19% | 0% | -11% | 5%[46.1 µM]
COc1ccc(NC(=O)Cc2c(SC)c3ccccc3n2Cc2ccccc2)cc1 | 7% | -0.3% | 10% | -38% | 5% | 10 | -27% | 1% | -4% | 6%[46.1 µM]
O=C(COC(=O)c1ccc[nH]c1=O)Nc1ccc(N2CCCCC2)cc1 | -7% | -0.2% | -18% | -61% | -23% | . | -27% | . | -4% | 1%
COc1cc(SC)ccc1C(=O)NCCOc1ccc(C)c(C)c1 | 5% | 0.5% | 4% | -6% | 13% | ? | 2% | -1% | -2% | -6%[46.1 µM]
Cc1ccc(-n2nnnc2Sc2nc([N+](=O)[O-])nn2C)cc1 | -1% | -0.1% | ? | -48% | ? | 4 | -51%[inhibitor] | 78%[activator] | -10% | -1%[46.1 µM]
